# Anthrax LF prot – Bacillus anthracis LF protease inhibitors, primary screen, biochemical, multiplex microsphere, MLPCN library. Lethal factor (Bacillus anthracis), P15917. 360,000 compounds, 0.12% hits. multiplex microsphere protease cleavage assay. inhibition, % at 10 µM. AID 588501, 2011; further: plate controls were buffer without enzyme for full effect and enzyme alone for no effect
# Target sequence (P15917 whole entry, looked up): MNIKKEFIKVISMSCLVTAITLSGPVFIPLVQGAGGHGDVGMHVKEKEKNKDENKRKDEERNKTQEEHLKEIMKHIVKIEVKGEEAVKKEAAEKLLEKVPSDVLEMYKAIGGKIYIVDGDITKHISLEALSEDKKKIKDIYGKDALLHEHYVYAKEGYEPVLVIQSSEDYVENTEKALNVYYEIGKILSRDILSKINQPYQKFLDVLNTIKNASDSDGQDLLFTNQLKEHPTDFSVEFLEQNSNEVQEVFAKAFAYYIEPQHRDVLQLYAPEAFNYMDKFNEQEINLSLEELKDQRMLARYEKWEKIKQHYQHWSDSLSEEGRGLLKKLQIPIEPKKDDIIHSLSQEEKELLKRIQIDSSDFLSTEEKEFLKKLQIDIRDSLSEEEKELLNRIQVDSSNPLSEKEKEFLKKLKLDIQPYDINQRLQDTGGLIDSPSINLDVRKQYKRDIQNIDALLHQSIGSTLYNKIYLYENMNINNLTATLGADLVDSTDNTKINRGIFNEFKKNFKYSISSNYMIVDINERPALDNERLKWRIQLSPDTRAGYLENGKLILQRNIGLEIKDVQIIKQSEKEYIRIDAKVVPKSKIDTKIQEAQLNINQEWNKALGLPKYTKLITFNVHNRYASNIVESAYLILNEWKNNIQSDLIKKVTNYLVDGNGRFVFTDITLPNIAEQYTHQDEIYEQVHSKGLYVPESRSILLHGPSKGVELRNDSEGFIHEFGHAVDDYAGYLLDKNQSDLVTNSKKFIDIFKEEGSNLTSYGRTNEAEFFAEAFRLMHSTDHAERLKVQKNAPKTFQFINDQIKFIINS
# TcdB GH inh – TcdB glycohydrolase inhibitors, primary screen, biochemical, single point, plate reader | Toxin B (Clostridioides difficile), P18177 | inhibition, % at 9.99 µM | 350,000 compounds, 0.24% hits | TcdB glycohydrolase enzymatic assay; in the data active means inhibition above about 10%
# FadD28 binding – inhibitors of FadD28 bisubstrate probe binding, primary screen, biochemical, fluorescence polarization, single point. Mycobacterium tuberculosis FadD28 fatty-acid-AMP ligase. inhibition, % at 12.5 µM. 360,000 compounds, 0.22% hits. AID 588549, 2011; in the data active means inhibition above about 8.5%, passing the limit was not always enough; inconclusive means no clear call, values can overlap the other calls
# CCHF vOTU inh – CCHFV vOTU protease inhibitors, primary screen, biochemical, Pep-AMC substrate, fluorescence. 370,000 compounds, 0.55% hits. inhibition, % at 11.5 µM; in the data active means inhibition above about 30%; further: 0% = vehicle wells with enzyme and 100% = no enzyme wells
# PrPC TRFRET – inhibitors of human cell surface prion protein PrPC, primary screen, cell-based, TR-FRET; Major prion protein (Homo sapiens), P04156; TR-FRET read-out; inhibition, % at 13.8 µM; 370,000 compounds, 0.43% hits; in the data active means inhibition above about 24%; further: 0% = median of the test wells and 100% = reference compound wells
# Yp Topo-I inh – Yersinia pestis topoisomerase I inhibitors, primary screen, biochemical, cleavage product accumulation, plate reader, single point; DNA topoisomerase I (Yersinia pestis CO92); AID 504884, 2011; activity, % at 10 µM; 360,000 compounds, 0.064% hits; Y. pestis Topo-I cleavage product accumulation; in the data active means activity above about 50%, passing the limit was not always enough; inconclusive means no clear call, values can overlap the other calls; further: inactives centre near 2
# BoNT A protease – BoNT/A light chain protease inhibitors, primary screen, biochemical, flow cytometry, MLPCN library | Botulinum neurotoxin type A light chain protease (Clostridium botulinum A str. ATCC 3502) | multiplex microsphere protease substrate cleavage | inhibition, % at 10 µM | 360,000 compounds, 0.17% hits | AID 588499, 2011; further: plate controls were buffer without enzyme for full effect and enzyme alone for no effect
# PfHsp40 yeast – rescue of yeast from PfHsp40 toxicity, primary screen, S. cerevisiae, ATP luminescence | AID 504582, 2011 | growth rescue, % at 12.5 µM | 340,000 compounds, 0.68% hits | S. cerevisiae expressing PfHsp40, growth rescue; in the data active means growth rescue above about 28%, passing the limit was not always enough; inconclusive means no clear call, values can overlap the other calls;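 further: yeast W303a lacking pdr1 and pdr3 grown in galactose medium; growth measured after three days at 30 °C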
# BoNT F protease – BoNT/F light chain protease inhibitors, primary screen, biochemical, flow cytometry, MLPCN library | Botulinum neurotoxin type F light chain protease (Clostridium botulinum) | Multiplex microsphere protease cleavage assay | inhibition, % at 10 µM | 360,000 compounds, 0.22% hits | AID 588497, 2011; in the data active means inhibition above about 35%, passing the limit was not always enough; inconclusive means no clear call, values can overlap the other calls; further: plate controls were buffer without enzyme for full effect and enzyme alone for no effect
# An asterisk follows results filed as active; ? = inconclusive; . = not tested or not shown; & = joins results of further samples. Unless noted, no stated cut-off is given here; in the data, active means inhibition above about 30%; inconclusive means no clear call, values can overlap the other calls; inactive means below that. This is a random part of the collection. About 2.3% of those tested had a hit in this group.
item	compound	CCHF vOTU inh	Anthrax LF prot	Yp Topo-I inh	BoNT F protease	PfHsp40 yeast	BoNT A protease	FadD28 binding	TcdB GH inh	PrPC TRFRET
1	CCOC(=O)c1c(C)[nH]c2ccc(O)cc12	-5.8	0.5	-8.7	7.2	-1.8	0.5	0.5	.	0.1
2	CCOC(=O)C(=O)NC(C)c1ccccc1 (stereo not given)	5.2	0.9	2.2	-5.9	.	-1.8	-0.5	1.5	-6.2
3	Nc1ccc(CC2=NCCN2)cc1	7.8	-13.9	0.8	-12.5	34.5*	-0.4	-3.5	-0.9	8.5
4	Cc1noc(C)c1S(=O)(=O)N(C)CC(=O)NCc1ccccc1	3.2	-1.5	-2.9	-14.0	0.9	-0.5	-1.7	.	3.0
5	CCc1cc2c(=O)c(-c3nc(C)cs3)coc2cc1OC(C)C(=O)NCCO (stereo not given)	-10.3	-0.5	4.4	-6.9	1.6	-0.6	-2.2	.	3.0
6	COc1cccc(-c2nc(Oc3cccc(C)c3C)c3ccccc3n2)c1O	-2.1	-1.2	-1.2	-5.0	-0.4	-0.3	0.6	.	-1.1
7	Cn1cccc1C(=O)N1CCN(c2cccc(C(F)(F)F)c2)CC1	-2.1	2.1	8.2	-0.1	0.8	-0.5	-4.4	.	1.9
8	CSCC[C@@H](Nc1nc(-c2ccccc2)nc2c1oc1ccccc12)C(=O)O	18.9	-1.1	4.5	-12.5	0.4	-1.9	-9.5	.	1.3
9	CN(C)S(=O)(=O)c1ccc(/C(O)=C2/C(=O)C(=O)N(CCN3CCCCC3)C2c2cccnc2)cc1 (stereo not given)	3.6	0.4	-2.0	1.0	-0.2	0.4	-2.4	0.1	-20.3
10	COC(=O)c1ccc(C(=O)Nc2ccc3c(c2)C(=O)NC3=O)cc1	14.8	-10.8	1.9	-7.0	-1.8	0.4	-1.0	0.2	-9.9
11	COc1ccc(/C=C/c2c(-c3ccc(OC)cc3)oc3ccccc23)cc1	-1.6	-3.9	-0.7	-6.3	0.1	0.4	0.5	0.9	1.7
12	COc1cc(C(C)=O)ccc1OCC(O)CN1CCN(c2ccc(F)cc2)CC1 (stereo not given)	-7.7	-7.7	-0.9	5.2	-1.5	-1.1	-2.7	1.5	-13.4
13	O=C(NCc1cccnc1)c1cc(S(=O)(=O)N2CCOCC2)c(Cl)cc1Cl	-9.6	4.1	0.8	-2.2	1.5	2.7	-2.0	1.6	-0.2
14	COc1ccc(N2C(=O)NC(NC(=O)C(C)(C)C)(C(F)(F)F)C2=O)cc1 (stereo not given)	-1.7	2.3	0.8	-8.7	-0.8	-0.5	-0.7	0.5	5.1
15	O=C1c2cccnc2C(=O)N1CNc1ccc(Cl)cc1	-15.6	-2.1	-9.8	-4.4	-2.1	-0.5	-1.6	0.6	2.1
16	COC(=O)c1ccc(COc2cccn3c(N(C)C(=O)CCC4CCCC4)c(C)nc23)cc1	10.5	-0.7	26.6	-1.2	.	-0.6	-7.7	0.5	6.4
17	O=S(=O)(c1ccc(NC(=S)N2CCCCC2)cc1)N1CCCCC1	5.3	-1.9	-2.6	2.5	.	-0.1	-2.8	1.5	-4.9
18	COc1ccc(NS(=O)(=O)c2c(C(=O)N3CCCCCC3)c(C)n(C)c2C)cc1	-2.8	1.1	-2.1	-1.4	-1.3	0.3	-1.2	2.4	10.1
19	Cc1c(Br)c([N+](=O)[O-])nn1CC(=O)Nc1nccs1	-4.2	-3.9	-13.2	1.2	-0.6	-0.7	-3.0	1.2	-2.5
20	Cc1ccc(C(=O)C(C)OC(=O)CN2C(=O)NC3(CCCC3)C2=O)cc1 (stereo not given)	3.5	.	-3.6	.	-1.3	.	-3.0	1.6	-4.3
21	CCOc1cc(CNCc2ccncc2)cc(Cl)c1OC	-1.0	-0.5	1.8	-6.7	-0.5	-0.1	-1.8	0.9	1.6
22	COc1ccc(Oc2cn[nH]c2-c2ccc(O)cc2O)cc1	-0.4	1.4	-3.6	2.5	1.9	0.6	-0.8	.	0.5
23	Cc1ccccc1NCc1ccccc1O	6.5	-1.9	-10.6	-6.7	-1.9	-0.1	-2.3	.	8.2
24	CCOC(=O)c1sc(N(Cc2ccccc2)C(=O)CSc2ncn[nH]2)nc1C	6.5	-1.0	7.3	-1.7	0.4	0.5	-5.8	.	7.4
25	COc1cccc(Nc2nc3ccccc3nc2NS(=O)(=O)c2cccs2)c1	4.4	-5.8	-4.2	-2.1	-1.0	?	0.8	.	-2.5
26	Cc1nonc1OCCn1c([N+](=O)[O-])cnc1C	-3.2	-3.4	7.8	-5.8	-1.3	-0.3	1.8	-1.3	0.8
27	COc1cc(C(C)=O)ccc1OCC(=O)Nc1ccc(C)c(S(=O)(=O)N2CCCCCC2)c1	8.6	-4.9	14.3	-6.2	0.7	1.4	-9.6	0.2	-1.5
28	Cc1ccc(NS(=O)(=O)c2ccc3c(c2)oc(=O)n3C)c(C)c1	0.7	.	2.9	.	-2.2	.	-4.1	1.4	3.0
29	CC(C(=O)Nc1nccs1)c1ccc([N+](=O)[O-])cc1 (stereo not given)	-2.2	-2.3	-2.3	-2.6	1.2	0.6	-2.3	0.6	-10.8
30	CC(C)NS(=O)(=O)c1ccc(OCC(=O)Nc2ccccc2F)cc1	3.6	2.8	-2.6	0.1	-0.1	-0.4	1.0	1.3	8.2
31	O=C(Nc1ccc(F)c(Cl)c1)C1CCCC1	2.3	-9.7	-6.8	?	.	-3.6	-0.7	0.3	8.1
32	COc1ccc(N2C(=O)c3ccccc3NC2c2ccc(OC)c(CSc3ccccn3)c2)cc1 (stereo not given)	4.2	-1.4	31.6	-2.9	-1.1	0.1	-1.8	2.2	-2.9
33	COc1ccc(NC(=S)Nc2ccccc2)cc1	-5.6&-1.1	-3.5&-4.5	0.7&-11.1	?	-0.6&2.0	0.5&1.9	-3.4&-4.1	-0.2&0.7	6.2&7.8
34	COCCNC(=S)NNC(=O)c1cc(C2CC2)nc2ccccc12	-2.8	-1.1	-1.4	1.4	0.3	2.3	-0.2	-0.3	1.1
35	CCCOc1ccc(-c2nnn(CC(=O)Nc3cccc(C(=O)OC)c3)n2)cc1	-2.9	-11.3	1.6	-0.3	-0.2	0.9	-2.3	.	1.1
36	COC1=CC(=NCl)C=CC1=NCl	.	-42.4	.	-67.4	.	-2.3	3.7	.	.
37	O=c1cc(C(F)(F)F)oc2c1ccc1ccccc12	15.0	0.3	-5.7	-11.7	-0.5	0.0	-2.0	.	-4.8
38	O=C(NCc1ccc(F)cc1)Nc1ccc(Cl)cc1	-0.3	-1.8	4.8	1.1	1.1	0.5	-0.2	-3.5	10.5
39	COc1cccc2oc(CCc3ccccc3)cc(=O)c12	-19.1	-1.7	14.0	2.6	-1.3	-0.1	0.6	1.4	1.6
40	CCn1c(C)nc2cc(C(=O)N/N=C/c3ccc(N4CCOCC4)cc3)ccc21	15.4	-3.4	7.1	13.5	0.1	3.9	-1.2	-0.5	2.3

# The last 2 records of the part above come first, to join the parts.
item	compound	CCHF vOTU inh	Anthrax LF prot	Yp Topo-I inh	BoNT F protease	PfHsp40 yeast	BoNT A protease	FadD28 binding	TcdB GH inh	PrPC TRFRET
39	COc1cccc2oc(CCc3ccccc3)cc(=O)c12	-19.1	-1.7	14.0	2.6	-1.3	-0.1	0.6	1.4	1.6
40	CCn1c(C)nc2cc(C(=O)N/N=C/c3ccc(N4CCOCC4)cc3)ccc21	15.4	-3.4	7.1	13.5	0.1	3.9	-1.2	-0.5	2.3
41	COc1ccc(C(=O)CSc2nnc(CN3CCCCC3)n2-c2ccc(Cl)cc2)cc1OC	14.6	0.2	30.4	-5.4	0.7	0.2	-3.5	.	3.8
42	CSCCC(C(=O)NC1=NCCS1)N1C(=O)c2ccccc2C1=O (stereo not given)	1.4	1.1	6.9	2.9	0.0	0.8	-2.4	.	-1.6
43	CC1(C)Cc2cccc(C(=O)Nc3ccncc3)c2O1	-1.5	-5.5	-11.0	?	-1.5	?	-3.7	0.7	-9.1
44	CC(C)[C@H](NC(=O)OCc1ccccc1)C(=O)NC(C=O)Cc1ccccc1 (stereo not given in full)	.	-6.2	0.9	-10.4	-1.5	-0.4	-3.5	.	.
45	CCN(CC)c1ccc(/C=C(\C#N)C(=O)NCc2ccccc2)cc1	.	3.9	9.2	6.2	0.2	2.4	0.6	.	.
46	COc1cccc(NC(=S)NC(=O)c2cccnc2)c1	-4.5	-0.2	-1.5	-5.1	-0.9	0.8	-5.0	1.7	-1.7
47	CCn1cc(S(=O)(=O)NC(C)c2cc(OC)ccc2OC)cn1 (stereo not given)	-4.6	-3.1	-0.3	-8.4	-0.5	0.6	0.7	1.5	-0.6
48	COc1ccc(NS(=O)(=O)c2cc(NC(=O)c3nc4nc(C)cc(C)n4n3)ccc2C)cc1	-9.4	-1.2	2.7	-3.8	1.0	-0.6	-10.1	.	-6.3
49	O=C(O)CCC(=O)Nc1ccc(N2CCCCCC2)cc1	7.9	-2.9	3.5	-14.5	-0.7	-0.4	0.3	.	-3.9
50	COc1cc(OC)c(OC)cc1/C=C1/C(=O)NC(=O)N(Cc2ccccc2)C1=O	0.4	6.7	-8.6	-0.9	-0.1	-1.2	-1.2	-0.4	0.5
51	Cc1c(NC(=O)c2cc(-c3ccc(Cl)s3)nc3ccccc23)c(=O)n(-c2ccccc2)n1C	3.1	-0.8	8.9	-4.8	-1.1	0.8	-2.6	.	-9.0
52	NS(=O)(=O)c1ccc(NC(=O)COC(=O)c2ccc(S(=O)(=O)N3CCOCC3)cc2)cc1	3.4	1.3	-1.2	-4.0	12.5	-0.2	-2.5	-0.3	2.4
53	COc1cccc(/C=N/n2c(COc3ccccc3)n[nH]c2=S)c1	8.3	-3.6	-1.2	?	6.3	-5.3	.	-1.3	-6.1
54	CCOC(=O)N1CCN(c2ccc(C(=O)c3cccc(F)c3)cc2)CC1	.	4.7	10.4	25.0	3.7	?	-2.2	.	.
55	CC(=O)Nc1ccc(S(=O)(=O)NNC(=O)C2CCCCC2)cc1	8.2	1.9	8.7	1.2	0.1	-1.8	-9.9	1.6	-4.6
56	Nc1nc(N2CCCCC2)nc(N(c2ccccc2)c2ccccc2)n1	-3.5	-0.7	4.1	-4.3	-0.3	-0.2	-4.5	-0.5	-3.3
57	CC(C)(C)NCc1cc(Br)ccc1OC1CCCC1	-3.9	1.2	10.6	-5.5	-0.6	0.2	0.0	0.9	-18.8
58	Cc1ccc(Cn2c(=O)c3c(nc4n3CCN4Cc3ccco3)n(C)c2=O)cc1	12.8	1.5	27.8	0.2	0.7	0.7	-0.5	.	-2.3
59	CC(Sc1cccc2cccc(C(=O)O)c12)C(=O)O (stereo not given)	-0.2	0.8	-4.5	-28.0	0.3	0.2	-2.4	.	-4.3
60	Clc1ccc(SCCOCCN2CCCCC2)cc1	-1.1	-3.6	0.9	-2.1	1.4	1.3	-0.6	.	-1.2
61	O=C1C2C3C=CC(C4CC34)C2C(=O)N1/N=C/c1ccc(-c2cccc([N+](=O)[O-])c2)o1 (stereo not given)	-7.6	-0.2	-7.1	-4.4	1.5	0.9	-4.0	.	-11.2
62	CCCCN(C(=O)c1cccc(S(=O)(=O)N(C)c2ccc(C)cc2)c1)c1c(N)n(CC(C)C)c(=O)[nH]c1=O	13.9	-6.0	-5.9	-9.0	0.4	-0.1	-2.3	-0.6	0.3

# 2 compounds from above, showing only Anthrax LF prot.
item	Compound	Anthrax LF prot
59	CC(Sc1cccc2cccc(C(=O)O)c12)C(=O)O (stereo not given)	0.8
60	Clc1ccc(SCCOCCN2CCCCC2)cc1	-3.6
